Screens from PubChem BioAssay.
Vif imaging: HIV Vif inhibition | HEK293T cells, Vif self-association by quenched fluorescence, imaging, 24 h | inhibition, % at 7.49 µM | 340,000 compounds, 0.35% hits | AID 602346; in the data active = inhibition above about 50%, passing the limit was not always enough; inconclusive = no clear call, values can overlap the other calls; inactive = below about 31%; note: some results filed as inactive read as strong as hits
N-glyco inh: N-linked glycosylation inhibition; D54 ERlucT glycosylation luciferase reporter, 24 h; percent of 100 nM tunicamycin response; reporter increase, % at 12.5 µM; 360,000 compounds, 0.23% hits;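 active = mean luciferase reporter signal, scaled so untreated is 0 and the glycosylation-blocking control 100, at or above a set limit in every replicate; inconclusive = mean reaches the limit but not every replicate does; inactive = mean below the limit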;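 note: luciferase carries N-glycosylation sites so blocking glycosylation raises the light; 0% = median of neutral control wells and 100% = median of 100 nM tunicamycin wells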
TLR9-MyD88 block: TLR9-MyD88 interaction inhibition; Q9NR96+Q99836; CHO BLA complementation TLR9-MyD88, CCF4 FRET ratio; inhibition, % at 4.98 µM; 340,000 compounds, 0.21% hits; AID 504734;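 active = inhibition above the mean over all tested compounds plus 3 SD, cut at about 21% in these data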;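 note: 0% = DMSO only wells and 100% = clavulanate BLA inhibitor control wells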
aDG glyco act: alpha-DG glycosylation activation. 360,000 compounds, 0.22% hits. activation, % at 10 µM. Pro5-aDG cells, alpha-DG glycosylation AlphaScreen (IIH6); 0% Pro5, 100% B10-LARGE cell signal. AID 624168;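 active = activation of at least 8% versus controls, or a plate z-score of at least 8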;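 note: Pro5 are CHO cells carrying HIG-tagged alpha-DG that lacks glycosylation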
MC4R ag barr: agonists of human melanocortin 4 receptor (MC4R) beta-arrestin | AID 540308 | U2OS MC4R beta-arrestin complementation, luminescence; percent of melanotan II response, DMSO zero | activation, % at 8.9 µM | 360,000 compounds, 0.98% hits | P32245;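 active = activation above a per-plate cutoff, the mean activation of sample wells on that plate plus 3 SD, cut at about 8% in these data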
Target sequence (P32245 whole entry, looked up): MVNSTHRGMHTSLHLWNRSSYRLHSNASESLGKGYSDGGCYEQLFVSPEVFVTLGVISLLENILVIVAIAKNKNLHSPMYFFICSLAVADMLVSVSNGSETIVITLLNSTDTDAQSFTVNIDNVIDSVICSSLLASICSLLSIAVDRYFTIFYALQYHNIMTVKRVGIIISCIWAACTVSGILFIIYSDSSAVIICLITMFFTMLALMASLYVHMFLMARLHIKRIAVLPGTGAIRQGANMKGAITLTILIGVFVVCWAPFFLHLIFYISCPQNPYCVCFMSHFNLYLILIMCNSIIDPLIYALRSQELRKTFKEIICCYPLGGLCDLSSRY
MC4R antagonist: blocks human MC4R cAMP signaling. AID 540295. inhibition, % at 6.5 µM. 360,000 compounds, 0.48% hits. MC4R-expressing cells, MTII-stimulated cAMP, LANCE TR-FRET. P32245;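 active = inhibition above its plate's cutoff, the mean of tested wells on that plate plus 3 SD, cut at about 29% in these data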;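 note: 0% = Melanotan II alone and 100% = Melanotan II plus saturating MCL0020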
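System: U2OS cells stably expressing human melanocortin 4 receptor (MC4R). Reagent: Melanotan II challenge after compound preincubation. Doses: 6.5 µM. Times: 30-min compound, 1-h challenge, 1-h detection, room temperature. Measured by: TR-FRET with Eu-cAMP and labeled anti-cAMP, 671 nm. Replicates: singlicate.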
NOD2 RIPK2 PPI: blocks binding of human NOD2 to RIPK2; O43353; CHO BLA complementation NOD2-RIPK2, CCF4 ratio; inhibition, % at 4.98 µM; 360,000 compounds, 0.38% hits; in the data active = inhibition above about 21%;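 note: 0% = vehicle only and 100% = reference blocker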
Target sequence (O43353 whole entry, looked up): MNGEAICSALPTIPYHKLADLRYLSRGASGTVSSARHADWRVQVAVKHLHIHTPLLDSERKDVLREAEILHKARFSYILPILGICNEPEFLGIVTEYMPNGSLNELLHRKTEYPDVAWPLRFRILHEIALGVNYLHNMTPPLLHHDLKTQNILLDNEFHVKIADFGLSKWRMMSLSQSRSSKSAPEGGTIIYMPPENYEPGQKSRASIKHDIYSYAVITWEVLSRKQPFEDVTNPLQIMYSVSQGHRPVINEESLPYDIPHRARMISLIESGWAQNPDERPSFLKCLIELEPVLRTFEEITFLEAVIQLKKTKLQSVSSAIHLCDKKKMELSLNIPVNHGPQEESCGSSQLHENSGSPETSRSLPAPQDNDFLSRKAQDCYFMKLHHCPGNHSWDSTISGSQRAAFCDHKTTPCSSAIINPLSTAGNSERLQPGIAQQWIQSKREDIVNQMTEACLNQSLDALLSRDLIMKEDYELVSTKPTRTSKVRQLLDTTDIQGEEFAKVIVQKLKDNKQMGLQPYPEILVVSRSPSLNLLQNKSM
ABHD5 PLIN5 PPI: inhibitors of human ABHD5-perilipin-5 interaction. 360,000 compounds, 0.78% hits. Split G. princeps luciferase complementation, luminescence, 4 h. Q00G26+Q8WTS1. inhibition, % at 4 µM;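 active = inhibition above the mean inhibition across every tested compound plus 3 SD, cut at about 22% in these data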;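 note: 0% = DMSO only wells and the 100% control is not disclosed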
ABCB6 inh MLPCN: blocks the human ABCB6 transporter; K562-ABCB6 porphyrin accumulation, flow cytometry, 1 h; hits give low values; 360,000 compounds, 0.19% hits; AID 602162; fluorescence ratio to DMSO, % at 10 µM;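 active = fluorescence ratio to DMSO below 75%, the collection mean minus 3 SD; inconclusive = too few cells collected in the well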;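 note: signal is porphyrin accumulated inside mitochondria; 100% equals median channel fluorescence of DMSO control wells; lower ratio means ABCB6 inhibition with less porphyrin fluorescence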
Granule exo inh: lytic granule exocytosis inhibition. TALL-104 LAMP-1 surface exposure, flow cytometry; cells stimulated with thapsigargin and PMA. inhibition, % at 10 µM. 360,000 compounds, 0.66% hits;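 active = inhibition above about 55%, limit read from the data; inconclusive = no clear call, values can overlap the other calls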
An asterisk follows results filed as active. This is a subset; the hit share may differ from the screen's.

How did COCCNC(=O)C1(C)CCCN(CCOc2ccc(Cl)cc2)C1 (configuration not stated) do in these assays?
Vif imaging: -8; N-glyco inh: -2; aDG glyco act: -0.3; MC4R ag barr: -1.1; MC4R antagonist: 3; NOD2 RIPK2 PPI: 4; ABHD5 PLIN5 PPI: 2; ABCB6 inh MLPCN: 82; Granule exo inh: -6

How did O=C(N[C@@H](Cc1ccccc1)C(=O)OCc1ccccc1)c1nc[nH]c1C(=O)NC1CCNCC1 do in these assays?
Vif imaging: -3; N-glyco inh: 0; TLR9-MyD88 block: -2; aDG glyco act: -0.2; MC4R ag barr: -0.8; MC4R antagonist: 3; NOD2 RIPK2 PPI: -3; ABHD5 PLIN5 PPI: 2; ABCB6 inh MLPCN: 103; Granule exo inh: 0

Results for CCOc1ccc2nc(SCC(=O)NC3CCS(=O)(=O)C3)[nH]c2c1 (configuration not stated) ?
Vif imaging: inconclusive; N-glyco inh: 1; TLR9-MyD88 block: -5; aDG glyco act: -0.1; MC4R ag barr: -0.3; MC4R antagonist: 10; NOD2 RIPK2 PPI: -2; ABHD5 PLIN5 PPI: 6; ABCB6 inh MLPCN: 109; Granule exo inh: -4

What do the screens show for `CCCCC1CCC(C(=O)OCC(=O)N(CCOC)c2c(N)n(Cc3ccccc3)c(=O)[nH]c2=O)CC1` (configuration not stated)?
Vif imaging: -9; N-glyco inh: -1; TLR9-MyD88 block: 2; aDG glyco act: 0.1; MC4R ag barr: -1.6; MC4R antagonist: 17; NOD2 RIPK2 PPI: -8; ABHD5 PLIN5 PPI: -8; ABCB6 inh MLPCN: 98; Granule exo inh: -9

What do the screens show for `Cc1ccc(/C=N/Nc2nc(C(C)(C)C)cs2)o1`?
Vif imaging: -13; N-glyco inh: 3; TLR9-MyD88 block: 8; aDG glyco act: -0.5; MC4R ag barr: -1.5; MC4R antagonist: 1; NOD2 RIPK2 PPI: -3; ABHD5 PLIN5 PPI: -3; ABCB6 inh MLPCN: 103; Granule exo inh: -6

What do the screens show for `Cc1cccnc1NC(=S)NC(=O)c1cccs1`?
Vif imaging: 0; N-glyco inh: -7; TLR9-MyD88 block: -2; aDG glyco act: -0.2; MC4R ag barr: -1.0; MC4R antagonist: -3; NOD2 RIPK2 PPI: 5; ABHD5 PLIN5 PPI: 0; ABCB6 inh MLPCN: 106; Granule exo inh: -2

Results for Cc1ccc(NC(=O)COC(=O)Cn2cnc3c2c(=O)n(C)c(=O)n3C)cc1F ?
Vif imaging: 12; N-glyco inh: 5; TLR9-MyD88 block: 9; aDG glyco act: -0.1; MC4R ag barr: -0.9; MC4R antagonist: 1; NOD2 RIPK2 PPI: -4; ABHD5 PLIN5 PPI: 1; ABCB6 inh MLPCN: 86; Granule exo inh: 4

How did C[C@H]1CN([C@@H](C)CO)C(=O)CCCn2nncc2CO[C@@H]1CN(C)C(=O)c1ccc2ccn(C)c2c1 do in these assays?
Vif imaging: -2; N-glyco inh: 1; TLR9-MyD88 block: 4; aDG glyco act: -0.1; MC4R ag barr: -0.4; MC4R antagonist: 3; NOD2 RIPK2 PPI: 6; ABHD5 PLIN5 PPI: 3; ABCB6 inh MLPCN: 101; Granule exo inh: 0

Results for Cc1cc(OCC(=O)N2CCN(c3ccccn3)CC2)cc(C)c1Br ?
Vif imaging: 14; N-glyco inh: 3; TLR9-MyD88 block: 7; aDG glyco act: 0.1; MC4R ag barr: -1.9; MC4R antagonist: 2; NOD2 RIPK2 PPI: 5; ABHD5 PLIN5 PPI: -8; ABCB6 inh MLPCN: 83; Granule exo inh: 32

How did CN(C)c1ccc(-c2cccc(C3CC=CC4C3C(=O)N(Cc3ccccc3)C4c3ccc(C(F)(F)F)cc3)c2)cc1 (configuration not stated) do in these assays?
Vif imaging: -6; N-glyco inh: -5; TLR9-MyD88 block: 3; aDG glyco act: -0.8; MC4R ag barr: -0.5; MC4R antagonist: 2; NOD2 RIPK2 PPI: -3; ABHD5 PLIN5 PPI: -7; ABCB6 inh MLPCN: 97; Granule exo inh: 0

What do the screens show for `COc1ccccc1NC(=O)c1ccc(NC(=O)CNC(=O)c2ccc(OC)c(OC)c2)cc1`?
Vif imaging: -2; N-glyco inh: 2; TLR9-MyD88 block: -7; aDG glyco act: -0.2; MC4R ag barr: -1.8; MC4R antagonist: 10; NOD2 RIPK2 PPI: -10; ABHD5 PLIN5 PPI: 2; ABCB6 inh MLPCN: 96; Granule exo inh: -6

What do the screens show for `CCc1ccc(C(=O)NNc2cc(Cl)cc(Cl)c2)cc1`?
Vif imaging: 11; N-glyco inh: -2; TLR9-MyD88 block: -7; aDG glyco act: 0.4; MC4R ag barr: 2.3; MC4R antagonist: -4; NOD2 RIPK2 PPI: -4; ABHD5 PLIN5 PPI: -14; ABCB6 inh MLPCN: 98; Granule exo inh: 3

How did O=C1/C(=C\c2ccsc2)NC(=S)N1c1ccccc1 do in these assays?
Vif imaging: 0; N-glyco inh: 1; TLR9-MyD88 block: -6; aDG glyco act: 0.0; MC4R ag barr: -1.4; MC4R antagonist: 10; NOD2 RIPK2 PPI: 0; ABHD5 PLIN5 PPI: 5; ABCB6 inh MLPCN: 103; Granule exo inh: -1

What do the screens show for `CCOc1ccc(Br)cc1CNCc1cccnc1`?
Vif imaging: 3; N-glyco inh: -2; TLR9-MyD88 block: 2; aDG glyco act: 0.0; MC4R ag barr: 0.7; MC4R antagonist: 2; NOD2 RIPK2 PPI: 0; ABHD5 PLIN5 PPI: 1; ABCB6 inh MLPCN: 98; Granule exo inh: -8

What do the screens show for `O=C(CCC1CCCN(C2C3CC4CC(C3)CC2C4)C1)NCc1ccc(F)c(F)c1` (configuration not stated)?
Vif imaging: -3; N-glyco inh: 0; TLR9-MyD88 block: -3; aDG glyco act: 0.1; MC4R ag barr: 0.3; MC4R antagonist: -2; NOD2 RIPK2 PPI: -6; ABHD5 PLIN5 PPI: 2; ABCB6 inh MLPCN: 102; Granule exo inh: -2

What do the screens show for `CCOc1c(Cl)cc(C(=O)NCCN2CCCCC2)cc1Cl`?
Vif imaging: 19; N-glyco inh: -7; TLR9-MyD88 block: 1; aDG glyco act: 0.4; MC4R ag barr: 0.9; MC4R antagonist: -1; NOD2 RIPK2 PPI: -4; ABHD5 PLIN5 PPI: 9; ABCB6 inh MLPCN: 106; Granule exo inh: 1

What do the screens show for `O=C(CCN1C(=O)/C(=C/c2cccs2)SC1=S)Nc1ccc(O)cc1`?
Vif imaging: 2; N-glyco inh: -5; TLR9-MyD88 block: 1; aDG glyco act: 0.1; MC4R ag barr: 11*; MC4R antagonist: -4; NOD2 RIPK2 PPI: 16; ABHD5 PLIN5 PPI: 6; ABCB6 inh MLPCN: 97; Granule exo inh: 6

How did Cc1nn2c3c(cnc2c1-c1ccccc1)C(=O)CCC3 do in these assays?
Vif imaging: -21; N-glyco inh: 0; TLR9-MyD88 block: -1; aDG glyco act: 0.1; MC4R ag barr: 0.7; MC4R antagonist: -1; NOD2 RIPK2 PPI: 0; ABHD5 PLIN5 PPI: 1; ABCB6 inh MLPCN: 94; Granule exo inh: -1

How did O=C(COC(=O)C12CC3CC(CC(C3)C1)C2)NNC(=O)c1ccccc1 do in these assays?
Vif imaging: -3; N-glyco inh: -1; TLR9-MyD88 block: 1; aDG glyco act: -0.3; MC4R ag barr: -0.1; MC4R antagonist: 13; NOD2 RIPK2 PPI: -1; ABHD5 PLIN5 PPI: -7; ABCB6 inh MLPCN: 98; Granule exo inh: 1

Results for COc1ccc(CNC(=O)CN2C(=O)NC(c3ccccc3)(c3ccccc3)C2=O)cc1 ?
Vif imaging: 110*; N-glyco inh: 2; TLR9-MyD88 block: 0; aDG glyco act: 0.3; MC4R ag barr: 1.1; MC4R antagonist: -1; NOD2 RIPK2 PPI: -4; ABHD5 PLIN5 PPI: -6; ABCB6 inh MLPCN: 96; Granule exo inh: -2

3 entries from above, sorted by SMILES length, high to low.
How did Cc1nn2c3c(cnc2c1-c1ccccc1)C(=O)CCC3 do in these assays?
Vif imaging: -21; N-glyco inh: 0; TLR9-MyD88 block: -1; aDG glyco act: 0.1; MC4R ag barr: 0.7; MC4R antagonist: -1; NOD2 RIPK2 PPI: 0; ABHD5 PLIN5 PPI: 1; ABCB6 inh MLPCN: 94; Granule exo inh: -1

What do the screens show for `Cc1cccnc1NC(=S)NC(=O)c1cccs1`?
Vif imaging: 0; N-glyco inh: -7; TLR9-MyD88 block: -2; aDG glyco act: -0.2; MC4R ag barr: -1.0; MC4R antagonist: -3; NOD2 RIPK2 PPI: 5; ABHD5 PLIN5 PPI: 0; ABCB6 inh MLPCN: 106; Granule exo inh: -2

What do the screens show for `CCOc1ccc(Br)cc1CNCc1cccnc1`?
Vif imaging: 3; N-glyco inh: -2; TLR9-MyD88 block: 2; aDG glyco act: 0.0; MC4R ag barr: 0.7; MC4R antagonist: 2; NOD2 RIPK2 PPI: 0; ABHD5 PLIN5 PPI: 1; ABCB6 inh MLPCN: 98; Granule exo inh: -8

(more compounds)
Results for CNS(=O)(=O)c1cccc(C(=O)OCC(=O)N(CCC#N)c2ccccc2)c1 ?
Vif imaging: -3; N-glyco inh: -1; TLR9-MyD88 block: -5; aDG glyco act: 0.1; MC4R ag barr: 0.6; MC4R antagonist: -2; NOD2 RIPK2 PPI: -6; ABHD5 PLIN5 PPI: 5; ABCB6 inh MLPCN: 99; Granule exo inh: 1

What do the screens show for `COC(=O)CCCNC(=O)c1ccc2[nH]c(C)c(C)c2c1`?
Vif imaging: 7; N-glyco inh: 2; TLR9-MyD88 block: -3; aDG glyco act: -0.2; MC4R ag barr: 8.1; MC4R antagonist: -2; NOD2 RIPK2 PPI: -1; ABHD5 PLIN5 PPI: 4; ABCB6 inh MLPCN: 100; Granule exo inh: 2

What do the screens show for `Cc1cccc(OCC(O)CN2CCc3ccccc3C2)c1` (configuration not stated)?
Vif imaging: 3; N-glyco inh: 0; TLR9-MyD88 block: -1; aDG glyco act: 0.9; MC4R ag barr: -0.3; MC4R antagonist: 1; NOD2 RIPK2 PPI: 2; ABHD5 PLIN5 PPI: -9; ABCB6 inh MLPCN: 88; Granule exo inh: -1

Results for COc1ccc(OCC(=O)OCCNC(=O)c2cccnc2)cc1 ?
Vif imaging: 3; N-glyco inh: 1; TLR9-MyD88 block: 2; aDG glyco act: 1.0; MC4R ag barr: 1.5; MC4R antagonist: -2; NOD2 RIPK2 PPI: -6; ABHD5 PLIN5 PPI: 10; ABCB6 inh MLPCN: 100; Granule exo inh: 4

Results for CN(C(=O)COC(=O)c1cncc(Br)c1)C1CCCCC1 ?
Vif imaging: -1; N-glyco inh: 0; TLR9-MyD88 block: -5; aDG glyco act: -0.1; MC4R ag barr: -1.3; MC4R antagonist: 2; NOD2 RIPK2 PPI: -9; ABHD5 PLIN5 PPI: 4; ABCB6 inh MLPCN: 93; Granule exo inh: -3

How did CCOC(=O)Cc1csc(NC(=O)C(C)Oc2ccc3c(C)cc(=O)oc3c2)n1 (configuration not stated) do in these assays?
Vif imaging: -7; N-glyco inh: 3; TLR9-MyD88 block: 3; aDG glyco act: 0.2; MC4R ag barr: -1.9; MC4R antagonist: 10; NOD2 RIPK2 PPI: -18; ABHD5 PLIN5 PPI: 4; ABCB6 inh MLPCN: 101; Granule exo inh: 0
